# PG9 Ab binder: PG9 antibody binding by small molecule | TR-FRET gp120-PG9 antibody binding | inhibition, % at 6.7 µM | hit rate 0.43% among 360,000; in the data active means inhibition above about 8.5%
# DAX1 inh-1: inhibits human nuclear receptor DAX1; inhibition, % at 6.75 µM; P51843; AID 504766; hit rate 0.99% among 340,000; HEK293 Gal4-DAX1 luciferase reporter, luminescence;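 active means inhibition above the mean over all tested compounds plus 3 SD, cut at about 4.2% in these data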;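 further: 0% = DAX1-transfected cells with DMSO and 100% = empty-vector control cells with DMSO; inhibition shows as a rise in luminescence from relieved DAX1 repression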
# Target sequence (P51843 207-470 limits assumed): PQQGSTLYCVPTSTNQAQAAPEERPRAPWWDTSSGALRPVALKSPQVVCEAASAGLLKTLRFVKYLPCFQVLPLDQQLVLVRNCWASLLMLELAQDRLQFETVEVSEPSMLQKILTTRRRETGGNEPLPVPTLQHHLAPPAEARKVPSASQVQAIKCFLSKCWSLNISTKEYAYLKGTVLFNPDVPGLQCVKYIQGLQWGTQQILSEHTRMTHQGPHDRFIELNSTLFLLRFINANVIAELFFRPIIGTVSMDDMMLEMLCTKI
# ADAM10 inh: inhibitors of human ADAM10; inhibition, % at 7 µM; hit rate 0.62% among 370,000; recombinant ADAM10, EDANS/DABCYL FRET peptide cleavage, 3 h; AID 720582; O14672;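 active means inhibition above a per-campaign cutoff equal to the mean of compounds falling between control-based bounds plus 3 SD, cut at about 20% in these data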;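 further: 0% = DMSO wells while the 100% control is not disclosed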
# Target sequence (O14672 214-748 limits assumed): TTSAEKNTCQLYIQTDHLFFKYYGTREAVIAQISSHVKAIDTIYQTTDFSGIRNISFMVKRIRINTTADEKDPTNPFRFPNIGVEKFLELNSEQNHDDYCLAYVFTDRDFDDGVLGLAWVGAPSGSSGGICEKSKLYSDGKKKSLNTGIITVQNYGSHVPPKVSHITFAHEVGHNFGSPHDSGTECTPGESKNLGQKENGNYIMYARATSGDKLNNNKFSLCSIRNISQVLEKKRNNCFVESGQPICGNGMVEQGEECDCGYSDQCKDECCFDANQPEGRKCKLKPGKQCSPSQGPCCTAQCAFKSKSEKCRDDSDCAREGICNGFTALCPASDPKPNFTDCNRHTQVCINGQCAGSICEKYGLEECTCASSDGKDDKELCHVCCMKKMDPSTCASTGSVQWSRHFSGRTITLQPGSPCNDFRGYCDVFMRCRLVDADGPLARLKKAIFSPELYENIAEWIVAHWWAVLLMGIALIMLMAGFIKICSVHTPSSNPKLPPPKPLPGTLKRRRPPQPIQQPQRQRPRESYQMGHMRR
# DAX1 inh-2: inhibitors of DAX1 repression of SF-1 activated StAR promoter. HEK293T StAR-luciferase reporter, SF-1/DAX-1 repression relief. inhibition, % at 6.8 µM. hit rate 1.1% among 370,000. AID 652010;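 active means inhibition above the mean over all tested compounds plus 3 SD, cut at about 3.6% in these data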;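 further: 0% = DAX-1 cells with DMSO and 100% = cells lacking DAX-1 with DMSO; higher inhibition means more luminescence from relief of DAX-1 repression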
# ssDAF-12 act: S. stercoralis DAF-12 activation, primary screen. activation, % at 6.8 µM. AID 652126. hit rate 1% among 370,000. HEK293 ssDAF-12/GRIP1 lit1-tk-luc reporter, luminescence; % of 3 µM dafachronic acid response;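 active means activation above the mean over all tested compounds plus 3 SD, cut at about 0.9% in these data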;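 further: 0% = DMSO-only wells and 100% = 3 µM delta7-dafachronic acid wells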
# NPR1 activator: GC-A (human) enzyme activation | activation, % at 10 µM | hit rate 0.14% among 370,000 | HEK293 GC-A cells, cGMP TR-FRET, EC30 ANP; 0% at EC30 ANP, 100% saturating ANP | AID 1671463 | P16066; in the data active means activation above about 40%
# GAA850 FXN act: increases GAA850 frataxin promoter reporter activity; activation, % at 6 µM; hit rate 0.56% among 360,000; HEK293 lucGAA850 FXN promoter luciferase reporter, 24 h; percent of 10 µM SAHA response;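 active means activation above the average of all compounds screened plus 3 SD, cutoff fixed separately per campaign, cut at about 7.5% in these data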;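 further: 0% = DMSO wells and 100% = 10 µM SAHA wells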
# ADAM17 inh: ADAM17 inhibition, QFRET primary screen; recombinant ADAM17, EDANS/DABCYL FRET peptide cleavage; P78536; hit rate 0.83% among 370,000; AID 720648; inhibition, % at 6.95 µM;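 active means inhibition above the mean of compounds lying between control limits plus 3 SD, set per campaign, cut at about 8.5% in these data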;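 further: 0% = DMSO-only wells as the low control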
# SMARCA2 act: activators of SMARCA2 function; hit rate 1% among 370,000; AID 652017; activation, % at 9.1 µM; MG213 cells, MMTV-luciferase reporter, dexamethasone, overnight; in the data active means activation above about 7.8%;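 further: 0% = vehicle wells and 100% = reference activator wells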
# hcDAF-12 act: activates DAF-12 receptor from parasite H. contortus | HEK293 hcDAF-12 lit1-tk-luc reporter, luminescence; 0% DMSO, 100% Δ7-dafachronic acid | activation, % at 6.8 µM | hit rate 1.4% among 370,000;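 active means activation above the mean of all tested compounds plus 3 SD, cut at about 5.5% in these data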;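 further: 100% = response to 3 µM Δ7-dafachronic acid high control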
# hgDAF12 agonist: activates the H. glycines DAF-12 receptor ligand-binding domain. HEK293 GAL4-hgDAF12 UAS-luciferase reporter, agonist luminescence; normalized to butyrate control. activation, % at 6.8 µM. hit rate 1.8% among 370,000;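 active means activation above a cutoff set at the mean of all screened compounds plus 3 SD, cut at about 10% in these data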;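 further: 0% = DMSO wells and 100% = sodium butyrate wells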
# * hit, by the source's call; i = inactive; · = not tested or not shown.
SMILES,PG9 Ab binder,DAX1 inh-1,ADAM10 inh,DAX1 inh-2,ssDAF-12 act,NPR1 activator,GAA850 FXN act,ADAM17 inh,SMARCA2 act,hcDAF-12 act,hgDAF12 agonist
Cc1ccc(S(=O)(=O)NC2CCSC2=O)cc1C (centres undefined),-0.4,0.8,-5,0.9,-0.7,2,-0.1,-1,2,-1.2,-3.3
COc1cccc(NC(=O)C2C3C=CC4(O3)C2C(=O)N(C2CC2)C4C(=O)NC2CCCCC2C)c1 (centres undefined),0.5,0.8,2,0.2,-1.2,6,-0.9,-7,-3,-0.4,-1.3
CCOc1ccccc1C(=O)NCC(=O)OCCCOC(=O)CNC(=O)c1ccccc1OCC,1.1,-0.8,4,-0.1,-0.8,-4,1.7,0,2,-1.6,2.7
OC1(c2ccccc2)C/C(=N\n2cnnc2)C=C1c1ccccc1 (centres undefined),-1.5,-1.0,6,0.5,-1.2,-6,2.4,2,5,-1.4,0.0
CSc1cccc(NC(=S)NN/C(=N/S(=O)(=O)c2ccccc2)N2CCCC2)c1,-0.5,·,-3,1.0,-1.1,1,·,-1,0,-1.8,7.7
CN(Cc1nc(-c2cccs2)no1)CC1COCCO1 (centres undefined),-0.7,1.2,-6,1.0,-0.9,2,5.9,-4,2,-0.4,0.8
Cc1ccc(/C=C/C(=O)O)cc1S(=O)(=O)NCCCC(=O)O,-1.6,0.7,-1,0.0,-1.1,0,-2.2,-3,0,2.3,0.2
N#CCCCSc1nnc(-c2ccc(Cl)cc2)n1-c1ccccc1,-0.1,-0.6,-1,0.1,-1.7,-4,0.2,0,-4,-0.7,0.4
CCC1CCCCN1C(=O)COc1ccc2c(c1)OCO2 (centres undefined),-4.2,0.3,-1,1.7,-0.4,4,2.0,0,3,-1.1,-1.0
COc1cc(/C=N/NC(=O)CN(Cc2ccco2)S(=O)(=O)c2ccccc2)ccc1O,-2.3,-1.1,-19,-0.6,-1.2,1,0.5,-8,-1,-3.0,-2.0
N/C(=N\OC(=O)c1ccc([N+](=O)[O-])cc1)c1ccccn1,-1.1,0.1,7,1.8,-1.2,-2,3.7,1,5,3.0,7.8
Cc1cccc(NC(=O)CSc2nnc(NC(=O)c3ccco3)s2)c1,-1.9,0.9,0,-0.1,-1.4,-3,-1.2,-1,4,0.2,2.2
c1csc(CSc2nnc3sc4ccccc4n23)c1,-1.6,2.6,3,3.0,0.0,-2,2.2,-1,5,5.0,8.1
O=C(CN1CCOCC1)Nc1cccc(C(F)(F)F)c1,-1.7,-0.2,2,-0.1,-1.7,0,2.9,1,-1,-1.1,0.3
CCOC(=O)N1CCC(NCCNC(=O)c2ccc(F)c(F)c2)CC1,1.1,1.1,0,0.0,-1.5,0,0.0,0,0,-0.7,-0.1
COc1ccc(CNC(=O)COC(=O)C2CCC(C(C)(C)C)CC2)cc1 (centres undefined),-0.8,0.1,17,-0.1,0.4,1,0.8,5,2,-2.5,0.6
COc1ccc(Nc2nc3ccccc3c(=O)s2)c(OC)c1,-2.4,-1.2,4,0.0,-1.2,4,-1.4,-2,2,-2.6,-1.5
Cc1cccc(C(=O)Nc2nnc(-c3ccncc3)o2)c1,-2.9,0.3,-14,-0.1,-1.1,-4,-0.3,-1,-4,-0.7,1.0
COc1ccc(N2C(=O)/C(=C/N(C)C)NC2=S)cc1,-2.2,0.4,6,-0.1,-0.9,0,-0.3,2,-1,-0.1,1.0
CCOC(=O)N1CCN(C(=O)Cn2ncc3c2-c2ccccc2OC3)CC1,1.2,0.9,-11,-0.1,-1.2,2,0.9,1,0,1.3,1.6
Cc1cc(SCn2nnc3ccccc3c2=O)nc2ccccc12,0.8,-0.8,-5,0.0,0.0,-2,2.5,0,-5,-0.1,-1.5
Cc1nn(-c2ccccc2)c(Cl)c1C1C(C#N)=C(N)Oc2c1c(C)nn2-c1ccccc1 (centres undefined),0.0,0.4,0,-0.4,-1.3,-3,1.7,-2,1,-0.9,0.3
CCOC(=O)C1=CCN(S(=O)(=O)c2cccc(Cl)c2)C1c1ccc(Cl)cc1 (centres undefined),1.2,·,-2,-0.7,-0.6,-10,·,6,-4,-1.4,-2.1
C/C(N)=C(/C#N)C(=O)COC(=O)C1=NN(c2ccccc2)C(=O)CC1,-2.0,0.3,-1,0.1,-0.7,1,1.0,-1,2,-0.8,1.6
CC(C)CNC(=O)C1(C)CCCN1C(=O)CCc1cccs1 (centres undefined),1.0,·,-9,0.8,-0.5,1,-2.8,-2,-1,-1.0,3.4
# Next section
SMILES,PG9 Ab binder,DAX1 inh-1,ADAM10 inh,DAX1 inh-2,ssDAF-12 act,NPR1 activator,GAA850 FXN act,ADAM17 inh,SMARCA2 act,hcDAF-12 act,hgDAF12 agonist
NS(=O)(=O)c1ccc(CCNC(=O)c2ccc(CS(=O)(=O)c3ccc(Br)cc3)o2)cc1,-0.6,0.3,-5,-1.6,-0.8,0,0.2,-2,-1,-0.1,1.5
O=C1CC(c2ccc3c(c2)OCCO3)Oc2ccc([N+](=O)[O-])cc21 (centres undefined),-2.1,4.7*,-1,0.0,-2.3,-5,-9.4,-4,-3,-2.5,-5.3
COc1ccc2[nH]c3c(NCCCN4CCCC4=O)ncnc3c2c1,-3.4,-0.1,i,-0.4,-0.8,6,-2.9,-317,1,-0.6,0.5
CCC(C)(C)NC(=O)C(c1ccccn1)N(C(=O)c1csnn1)c1ccc(C)cc1 (centres undefined),-0.9,-0.7,0,-0.4,-0.1,-17,0.3,1,0,-0.3,-2.7
O=C(NCCc1cn[nH]c1)C1CCC(=O)N(CCc2cccc(F)c2)C1 (centres undefined),-1.7,0.3,-6,0.6,0.1,4,0.9,-2,-1,2.6,0.0
CC(=O)Nc1ccc(NC(=O)Nc2ccccc2)cc1,-1.0,0.7,1,0.8,-0.7,2,5.5,-3,3,2.4,2.9
O=[N+]([O-])c1ccc(-c2ccc(/C=N/Nc3nc(N4CCCCC4)nc(N4CCCCC4)n3)o2)cc1,-3.2,·,3,0.1,-1.4,0,-0.5,2,-3,-1.2,0.1
C/C(NC(=O)c1ccccc1F)=C1\C(=O)C[C@@H]2[C@H]1C2(C)C,0.3,1.0,-4,0.6,-0.7,-3,4.2,0,2,1.3,5.1
CCCCN(CCCC)CCNC(=O)c1cn(C)c2ccc(S(=O)(=O)N(C)C3CCCCC3)cc2c1=O,0.5,0.6,4,0.1,-0.7,-3,0.2,-2,0,-1.0,1.0
N#CCCN(Cc1cccs1)C(=O)Nc1ccccc1,-0.4,1.2,0,0.0,-0.9,4,1.0,0,-2,-2.5,0.7
CO/N=C/c1ccc(N2CCOCC2)c([N+](=O)[O-])c1,0.1,0.1,-4,0.8,-1.8,-1,-1.3,-4,1,-1.1,-1.9
O=C(Nc1ccccc1)ON=C1c2ccccc2-c2ccccc21,-2.2,2.4,1,0.3,0.3,2,-1.0,0,4,5.5,4.6
O=C1C=C(NNC(=O)c2ccccc2Br)CCC1,0.7,1.3,-73,-0.4,-0.8,-1,1.5,-29,-3,1.8,-1.8
N#CCCN(C(=O)COC(=O)c1ccc2c(c1)OCCO2)c1ccccc1,0.1,0.8,-1,-0.5,-1.0,-1,-1.5,-2,-2,-1.1,-0.8
CC(C)CC(=O)N1CCN(Cc2ccc(C(F)(F)F)cc2)CC1,1.6,0.5,-6,0.0,-1.8,-2,-1.1,-5,-1,-0.2,-1.9
CC1=C(C(=O)N(C(C)C)C(C)C)CC(CC(=O)NC(c2ccccc2)c2ccccc2)C(=O)N1CCCN1CCCC1=O (centres undefined),-0.8,·,3,1.2,-1.1,-1,·,-1,-2,-1.1,-3.1
N=c1c2c(ncn1CCN1CCOCC1)Oc1cc(O)ccc1C2c1ccccc1 (centres undefined),2.8,0.7,-5,-1.3,-0.7,3,-2.5,-3,-3,-3.7,-1.2
CCS(=O)(=O)c1ccc2oc(=O)c(/C=C(\O)c3ccc(Cl)cc3)nc2c1,-2.3,-0.6,1,0.9,-1.4,22,0.7,1,0,-1.6,2.6
CN(CCC#N)C(=O)CC(Cc1ccccc1)C1CCOC(C)(C)C1 (centres undefined),-2.1,2.9,3,-0.3,-0.7,0,1.3,1,0,-2.1,0.7
Cc1ccc(-c2cc(NC=O)c3ncc(-c4cnn(C)c4)n3c2)cc1,-1.3,·,-116,-5.2,-1.9,7,-5.3,-31,6,-2.2,1.6
O=C(O)Cc1c(C(=O)O)nnn1-c1cccc(C(F)(F)F)c1,-1.4,2.5,-16,-0.6,-1.1,0,1.1,-2,-7,-0.1,-2.8
CCc1noc(C)c1C(=O)OC(C)C(=O)Nc1ccccc1OC (centres undefined),-1.3,-0.6,-5,-2.0,-0.8,0,1.1,-3,1,0.1,-0.6
Cc1[nH]c(=S)c(C#N)c2c1CCCC2,3.9,0.8,-7,0.5,-1.0,6,1.8,-3,0,-1.2,-0.1
CCC(=O)Oc1ccc(C(=O)Nc2cccc(NC(=O)c3ccco3)c2)cc1,-2.5,-1.8,5,-0.6,-0.2,3,-0.6,-2,2,-0.2,0.4
O=C(Nc1cccc2nsnc12)c1ccc(-c2ccc(Br)cc2)o1,-1.5,1.0,-13,0.0,-0.6,-3,3.2,-4,1,5.3,1.7
# Remaining list, next part
SMILES,PG9 Ab binder,DAX1 inh-1,ADAM10 inh,DAX1 inh-2,ssDAF-12 act,NPR1 activator,GAA850 FXN act,ADAM17 inh,SMARCA2 act,hcDAF-12 act,hgDAF12 agonist
CC(c1ccccc1)c1nnc(NC(=O)c2ccc3c(c2)OCO3)s1 (centres undefined),1.6,-0.8,-4,0.9,-1.1,2,-2.0,-2,0,0.0,-0.4
Cc1ccc(CNCC(O)c2ccccc2)s1 (centres undefined),0.1,-0.9,-6,-0.3,-0.3,-41,0.3,-2,-1,-1.5,1.3
CCC(NS(=O)(=O)c1ccc(OC)cc1)C(=O)O (centres undefined),-1.8,0.8,5,-0.5,-0.8,-1,-0.4,-2,1,0.1,2.8
CCOc1ccc(-c2c(C(=O)N/N=C(\C)c3ccncc3)nnn2-c2nonc2N)cc1,-2.5,0.4,-1,-0.1,-1.0,-4,1.1,1,-1,-1.6,0.8
NC1=NC(c2ccc(Cl)cc2)n2c(nc3ccccc32)N1 (centres undefined),0.4,0.0,-6,-0.2,-0.7,-1,1.6,-2,0,-1.7,-0.7
Cc1no[n+]([O-])c1COc1ccc(/C=N/n2nnnc2N)cc1,-0.6,1.0,-8,-1.9,-0.7,1,0.6,-4,-1,0.9,3.0
COc1ccc(-n2nnc3c(SCc4ccccc4)ncnc32)cc1,-1.0,-0.5,3,0.1,-0.8,-7,1.1,-3,1,-0.9,-0.2
COc1ccc(CN2CCN(C3CCC3)CC2CCO)cc1C (centres undefined),2.8,2.1,-4,0.1,-1.6,6,0.9,0,1,-1.1,2.2
COc1ccc(NS(=O)(=O)c2cc(NC(=O)c3ccccc3)ccc2N2CCOCC2)cc1,0.1,-1.0,-2,-1.3,-1.4,-1,-4.1,4,-3,-3.2,-2.0

# Part of the list above, limited to hcDAF-12 act:
SMILES	hcDAF-12 act
Cc1no[n+]([O-])c1COc1ccc(/C=N/n2nnnc2N)cc1	0.9
COc1ccc(-n2nnc3c(SCc4ccccc4)ncnc32)cc1	-0.9
